# Compound activity as filed in PubChem.
# FBW7 act: human FBW7 E3 ligase activation, primary screen. AlphaScreen FBW7–phospho-cyclin E peptide binding, activator screen. normalized activity (activation), % at 26.1 µM. 650,000 compounds, 0.13% hits. AID 1259310; in the data active = normalized activity above about 1.9%;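 also: purified mutant Fbw7 with reduced substrate affinity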
# Target sequence (Q969H0 whole entry, looked up): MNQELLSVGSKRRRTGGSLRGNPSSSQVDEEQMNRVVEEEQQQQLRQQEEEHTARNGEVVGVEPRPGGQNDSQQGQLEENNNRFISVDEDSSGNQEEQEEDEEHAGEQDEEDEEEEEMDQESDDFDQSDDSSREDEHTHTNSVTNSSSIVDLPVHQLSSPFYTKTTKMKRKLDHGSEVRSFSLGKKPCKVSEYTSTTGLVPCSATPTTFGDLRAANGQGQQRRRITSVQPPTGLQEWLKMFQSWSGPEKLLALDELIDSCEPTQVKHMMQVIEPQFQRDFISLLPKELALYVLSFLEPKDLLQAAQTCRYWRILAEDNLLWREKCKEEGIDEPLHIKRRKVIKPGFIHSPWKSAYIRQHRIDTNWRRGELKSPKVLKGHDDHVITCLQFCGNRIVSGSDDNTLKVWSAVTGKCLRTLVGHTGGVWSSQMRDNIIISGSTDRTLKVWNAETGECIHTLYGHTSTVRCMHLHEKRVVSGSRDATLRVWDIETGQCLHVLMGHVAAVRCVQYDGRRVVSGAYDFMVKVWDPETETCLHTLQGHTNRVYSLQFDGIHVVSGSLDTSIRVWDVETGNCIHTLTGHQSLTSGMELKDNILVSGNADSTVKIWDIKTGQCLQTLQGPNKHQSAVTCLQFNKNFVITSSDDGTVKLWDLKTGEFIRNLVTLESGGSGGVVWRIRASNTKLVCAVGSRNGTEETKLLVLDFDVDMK
# TEAD-YAP block: TEAD-YAP interaction inhibition. 640,000 compounds, 1.4% hits. HEK-TIYL cells, TEAD-Gal4/YAP UAS-luciferase luminescence. inhibition, % at 9.12 µM; in the data active = inhibition above about 32%;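 also: 0% = median of test compound wells and 100% = reference inhibitor wells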
# GPR151 ag: human GPR151 activation; Q8TDV0; 650,000 compounds, 1% hits; PathHunter beta-arrestin GPR151 cells, luminescence; activation, % at 11.2 µM; AID 1508602; in the data active = activation above about 4.9%;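 also: 0% = median of compound wells and 100% = cells with positive control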
# MITF primary: inhibitors of human MITF | 650,000 compounds, 0.91% hits | AID 1259374 | AlphaScreen MITF homodimerization, bead proximity signal | inhibition, % at 2.6 µM; in the data active = inhibition above about 50%;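 also: 0% = vehicle wells with protein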
# * marks the source's active call; other numbers are inactive results.
SMILES,FBW7 act,TEAD-YAP block,GPR151 ag,MITF primary
COC(=O)c1ccc(C2C(C(=O)Nc3ccc(Cl)cc3)=C(C)Nc3ncnn32)cc1 (stereo not drawn),0.1,4,-0.6,15
COc1ccc(N2C(=O)CN(C(=O)c3cccnc3OC)CC2(C)C)cc1,0.0,-1,-0.8,9
CCOCCCNC(=O)CCc1nnc2ccc(N3CCCC3)nn12,0.3,6,2.6,14
C(/C=C/c1ccccc1)=N/N1CCN(c2ccccc2)CC1,0.2,-19,4.9*,16
COc1ccc(OCC(=O)N/N=C/c2ccccc2[N+](=O)[O-])c(Br)c1,-0.1,-14,-1.2,15
CC(C)c1cc([N+](=O)[O-])c2nc(NC(=O)C3CCCCC3)sc2c1,0.2,-9,0.4,-9
O=C(Nc1nnc(Cc2cccs2)o1)c1cccc2ccccc12,-1.0,13,0.5,5
Cc1cc(NC(=O)C(=O)NC(C)c2ccccc2)ccc1Br (stereo not drawn),-0.2,-8,2.7,-2
CC1CCCCN1S(=O)(=O)c1ccc(CN2C(=O)c3cccnc3C2=O)cc1 (stereo not drawn),-0.2,8,0.2,14
Cc1ccccc1CN1CCC(n2nccc2NC(=O)c2ccc3c(c2)OCO3)CC1,0.0,1,-1.0,-11
N#CCSc1ccc2nnc(-c3ccccn3)n2n1,3.8*,-8,0.1,7
CCOc1ccc(NC(=O)CN2C(=O)C(C)SC(C)C2=O)cc1 (stereo not drawn),-0.1,1,2.9,4
COc1ccc(N2C(=O)CN(C(=O)c3ccc(N4CCOCC4)cc3)CC23CCCC3)cc1,0.6,-5,-0.1,-11
Cc1ccc(N=C2NC(=O)CC(C(=O)Nc3cc(C(F)(F)F)ccc3Cl)S2)cc1 (stereo not drawn),0.1,3,0.6,-9
O=C1OC(c2ccc(Cl)cc2)=C/C1=C\c1ccc(-c2cccc(C(=O)O)c2)o1,0.3,4,0.2,12
CCNc1cccc(C(=O)NCCN2CCOCC2)n1,0.0,5,-1.0,-9
CCC(=O)C1=C(c2ccc(CC)cc2)N(C(=O)CC)n2c(C)nnc2S1,-0.6,2,-2.3,22
NS(=O)(=O)c1ccc(NC(=O)c2sc3cc(Cl)ccc3c2Cl)cc1,-0.1,2,0.5,-6
Cc1ccc(Br)cc1S(=O)(=O)Nc1cccnc1,1.0,-10,0.0,10
CCCCC(CC)CNC(=O)c1cccc(NC2=NC3CS(=O)(=O)CC3S2)c1 (stereo not drawn),-0.4,-2,0.3,3
COc1ccc(S(=O)(=O)NCC2CCCN(C(=O)c3occc3C)C2)cc1 (stereo not drawn),0.0,2,0.3,-4
COc1ccc(Cl)cc1NC(=O)CSc1n[nH]c(N)n1,0.3,1,-1.5,-1
COC(=O)CCn1c(=O)c2c(nc3n(-c4cccc(Cl)c4)c(C)c(C)n23)n(C)c1=O,0.3,7,-1.2,19
O=C(Nc1ccccc1Cl)c1cccc2nc3ccccc3nc12,0.4,-4,-0.9,10
COc1ccc(C(=O)/C=C2\NCCOC2=O)cc1,0.1,14,0.2,5
O=C(Nc1cccc(C(F)(F)F)c1)c1cc2nc(-c3ccc4c(c3)OCO4)cc(C(F)(F)F)n2n1,0.3,-2,-0.1,16
Cc1cnc(CNc2cc(-c3ccc(F)cc3)nc(-c3ccccn3)n2)nc1,-0.8,21,-2.5,25
COc1ccc(Cl)cc1-n1nnc(C(N)=O)c1C,0.0,1,-0.1,2
Nc1cccc(C(=O)OCC(=O)c2ccccc2)c1,-0.1,-39,-0.7,-8
COc1ccc(-c2nc3cc(NC(=O)c4ccc(OCC(C)C)cc4)ccc3o2)cc1,-0.2,-11,-2.0,-10
CCOc1ccc(/C(O)=C2\C(=O)C(=O)N(c3nccs3)C2c2ccc(C(C)C)cc2)cc1 (stereo not drawn),-0.2,-6,-1.5,11
Cc1onc(-c2ccccc2Cl)c1C(=O)NCC12CC3CCC(CC(C3)C1)C2,-0.2,-1,-0.3,-8
Cc1ccc(CSc2nc3[nH]ncc3c(=O)n2-c2cccc(Cl)c2)cc1,-0.1,-1,-0.2,-6
O=C(COc1ccccc1)Nc1cnn(CC(=O)N2CCc3sccc3C2)c1,-0.4,-4,-0.9,-9
Cc1cc(C)nc(NS(=O)(=O)c2ccc(NCc3cc(Cl)ccc3O)cc2)n1,0.1,1,-0.5,4
Cc1c(C=O)c2ccccc2n1CC(=O)Nc1cccc(I)c1,-0.1,-7,2.7,-12
CCOc1ccc(C(=O)Nc2ncn[nH]2)cc1OCC,-0.1,-1,0.0,-7
O=C(NC1CCCC1)c1cc(-c2ccc(O)cc2)on1,-0.1,40*,-0.3,1
CCCc1[nH]nc2c1C(c1ccc(O)cc1OCC)C(C#N)=C(N)O2 (stereo not drawn),-0.1,1,0.1,-4
NC(=O)CSc1nnc(-c2ccccc2Cl)n1-c1ccccc1,-0.1,7,0.8,-2
O=C(CSc1nc2ccccc2c(=O)n1Cc1ccco1)N1CCCC1,0.1,4,-0.1,13
Cc1cc(NC(=O)c2ccc(S(=O)(=O)NCC3CCCCC3)cc2)no1,0.0,10,0.3,3
O=C(CCn1nc(-c2ccccc2)c2ccccc2c1=O)NC1CCCCC1,0.0,-5,-0.5,-4
COc1ccccc1NC(=O)CSc1nnc(C)n1-n1cccc1,0.5,0,1.6,12
CCCS(=O)(=O)N1CCN(Cc2ccccc2OCC)CC1,0.0,7,-0.5,74*
CC(C)C[C@H]1NC(=O)[C@@H]2C[C@H](NC(=O)N[C@H](C)c3ccccc3)CN2C1=O,-0.1,0,-0.7,4
O=C(Nc1nc2ccccc2c2nc3ccccc3n12)c1ccccc1,0.0,2,0.7,16
c1ccc2c(c1)nc(N1CCOCC1)c1nnnn12,0.4,-19,-0.8,19
Cc1cccc(NC(=O)CSc2cn(CCNC(=O)c3cccs3)c3ccccc23)c1,0.0,-5,-1.5,-6
CCOc1cccc(CN2CCc3cc(OC)c(OC)cc3C2)c1O,0.0,-1,1.7,-8

# The list continues:
SMILES,FBW7 act,TEAD-YAP block,GPR151 ag,MITF primary
Cc1cc2nn(-c3ccc(Cl)cc3)nc2cc1NC(=O)c1ccc([N+](=O)[O-])cc1,-0.1,-11,0.4,17
CCC(Sc1nc2[nH]ncc2c(=O)[nH]1)C(=O)OC (stereo not drawn),0.2,-1,0.3,17
CCCC1(CCC)NC(=O)N(CC(=O)Nc2ccccc2OC)C1=O,-0.1,-7,2.5,5
COc1cc(/C=N/NC(=O)CCCCC(=O)N/N=C/c2ccc(O)c(OC)c2)ccc1O,-0.1,-4,3.5,7
O=C1OC2(C(=O)c3ccccc3C2=O)/C(=C(\O)c2ccccc2)C1=O,-0.1,12,0.7,15
Oc1cccc(-c2cnn3c(NCCc4ccccn4)ccnc23)c1,-0.4,85*,0.1,-13
CCN(C1CCCCC1)S(=O)(=O)c1cccc(S(=O)(=O)N2CCOCC2)c1,-0.1,-1,0.0,-2
COc1cc2cc(CN(Cc3cccnc3)C(=O)Nc3ccccc3)c(=O)[nH]c2cc1OC,0.0,9,-0.1,-2
Cc1cc(C(=O)NCC(=O)O)ccc1[N+](=O)[O-],-0.2,-8,-0.5,3
CCOC(=O)c1ccccc1NC(=O)C1C(=O)CN(c2ccccc2)C1=O (stereo not drawn),0.1,-5,0.3,-1
CCC(C)(C)NC(=O)C(c1cccnc1)N(Cc1ccc(C)cc1)C(=O)c1csnn1 (stereo not drawn),0.1,12,-0.3,-11
N#C/C(=C/c1cn[nH]c1-c1ccccc1)C(N)=S,-0.2,-6,0.7,7
C/C=C(\C)CN1CCc2nnc(CNC(=O)c3ccncc3)n2CC1,-0.1,-14,-0.1,-3
O=C(NC1CCCCC1)C(c1ccncc1)N(C(=O)c1csnn1)c1ccccc1 (stereo not drawn),-0.1,-4,0.5,17
CN(CC(=O)Nc1ccc(F)cc1)S(=O)(=O)c1ccccc1,0.1,-8,-1.0,12
Cc1ccccc1OCCCC(=O)Nc1nnc(C(C)C)s1,0.1,6,1.5,-14
C=CCO/N=C/C1C(=O)CC(C)(C)CC1=O,0.0,7,0.8,4
CC1=CC(=C(C#N)C#N)C=C(C)N1CCN(C)C,0.0,1,0.1,2
CCC(C)NC(=O)c1nn2c(c1Cl)NC(c1cccs1)CC2C(F)(F)F (stereo not drawn),0.0,6,-2.0,5
Cc1ccc(CNc2ccnc3c(-c4cccnc4)cnn23)c(C)c1,-0.2,-13,1.0,-3
COc1ccc(Cl)cc1C(=O)Nc1ccccc1[N+](=O)[O-],0.0,0,2.9,3
O=C(NC1C2CC3CC(C2)CC1C3)C(Cl)Cl (stereo not drawn),0.1,17,-0.7,4
Cc1ccc(C2C(=O)N(C3CCCCCC3)CC(=O)N2Cc2ccccc2)cc1 (stereo not drawn),-0.1,-9,-0.5,-1
O=C(Nc1ccc(F)cc1F)c1noc2c1COc1ccccc1-2,-0.1,-59,0.6,-4
COC(=O)c1ccc2c(c1)N(Cc1ccccc1F)C(=O)CS2=O (stereo not drawn),-0.1,8,0.5,2
COc1ccc(S(=O)(=O)N2CCCC(C(=O)N3CCOCC3)C2)cc1C (stereo not drawn),0.2,8,-2.2,10
CCOc1ccc(NC(=O)NC(C(F)(F)F)C(F)(F)F)cc1,0.2,6,0.5,-3
O=C(c1ccncc1)N1CCC[C@H](Cn2cc(C(=O)N3CCOCC3)nn2)C1,-0.1,-1,0.8,14
O=C(O)CSc1nnc(C2CC2)n1-c1ccccc1,0.0,-1,2.8,0
CCCOc1ccc(C2C(C(=O)OC)=CN(C)C=C2C(=O)OC)cc1OC,0.0,-12,0.7,0
CC(C)NC(=O)CSc1nnc2c(n1)[nH]c1ccc(F)cc12,0.8,4,0.2,-1
COc1cc2nc(NCc3cccnc3)nc(Nc3ccc4c(c3)OCO4)c2cc1OC,0.4,-8,1.2,13
O=C1CN=C(Nc2ccc(F)cc2)N1C1CCCC1,0.3,-30,1.5,-7
C=C(C)Cn1c(-c2ccccc2)n[nH]c1=S,0.0,-8,-0.6,-6
Cc1ccc(OCC(=O)NC2CC2)cc1C,0.0,-21,-0.4,-6
O=C1C(Cl)=C(N2CCOCC2)C(=O)N1c1ccc(I)cc1,0.1,14,-0.6,14
O=C(O)COc1ccc(N2C(=O)c3cccc([N+](=O)[O-])c3C2=O)cc1,0.0,1,0.0,-12
CCOc1ccc(-n2cc(-c3ccccc3)c3c(Nc4ccccc4)ncnc32)cc1,0.5,4,-0.1,7
Cc1ccc(NCC(=O)N/N=C/c2ccc([N+](=O)[O-])o2)cc1,0.1,2,-0.5,10
CCOc1ccc(-c2cc(C(=O)Nc3nnc(C)s3)c3ccccc3n2)cc1,0.0,-1,-0.5,17
CCOC(=O)COc1ccc(/C=C(\C#N)c2nc3ccc(C)cc3[nH]2)cc1OC,-0.1,5,-0.9,4
O=C(NCc1ccc(F)cc1)c1ccc2c(=O)n(CCC3=CCCCC3)c(=S)[nH]c2c1,0.0,-3,-1.1,-9
CCN(CC)C(=O)CSc1nnc(-c2ccccn2)n1C,0.2,5,4.0,11
CC(C)C(=O)Nc1cc(=O)n(C)c(=O)n1C,-0.1,1,2.5,-10
COc1ccc(-c2c(C#N)c(N)nc3sc(C(=O)Nc4ccc(Br)cc4)c(N)c23)cc1OC,0.2,2,-1.3,14
CCCOc1c(Br)cc(C(=O)NCC)cc1OC,0.5,-1,-0.3,4
O=C(COc1ccccc1Br)N/N=C/c1cccc([N+](=O)[O-])c1,0.5,-4,1.1,3
S=C(Nc1ccc(Cl)cc1)N(Cc1cccnc1)Cc1ccccc1Cl,0.2,-4,0.9,15
Cc1ccc(-c2nc(S(=O)(=O)c3ccc(C)cc3)c(SCC(N)=O)o2)cc1,0.1,5,-0.2,15
N#CCSc1nc2c(sc3ccc([N+](=O)[O-])cc32)c(=O)n1Cc1ccco1,0.5,0,-0.1,-3
CC1CN(CC(=O)NCC2(N3CCOCC3)CCCC2)Cc2ccccc2O1 (stereo not drawn),-0.1,11,0.1,0
Cc1ccc(CSc2nc3c(c(=O)[nH]2)CCC3)cc1,-0.2,-3,0.6,-26
CN1C(=O)c2ccc(C(=O)NCc3ccc(Cl)cc3)cc2C1=O,-0.1,3,2.6,-1

# The order is random; any-hit rate near 3.5%.
